TRPM1 prom inh = reduces MITF-dependent TRPM1 promoter luciferase signal. SK-MEL-5 TRPM1 promoter luciferase, 24 h. inhibition, % at 12.5 µM. 330,000 tested, 0.83% active. AID 488899;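 active = mean inhibition across replicates of 60% or more, whatever share of single replicates reaches that level; inconclusive = some that reach 60%, reason not given; inactive = mean inhibition across replicates below 60%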; also: values of inactives mirror those of a sister screen read the other way
CaV13 ICDI inh = Primary screen for inhibitors of IQ motif and Ca2+-dependent inactivation inhibitor domain binding in CACNA1D, Förster resonance energy transfer in living cells, …. 340,000 tested, 0.098% active. AID 743397. inhibition, % at 12.3 µM. HEK cells, CFP/YFP FRET ICDI-IQ, plate reader, 10 min; percent FRET-ratio fall versus neutral wells;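 active = mean replicate inhibition of at least 30% and at least 1% of replicates passing that level; inconclusive = only one of the two criteria is met; inactive = neither criterion is met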;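 also: 0% = median of the neutral control wells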
NR2E3 ag-1 = agonists of human NR2E3 nuclear receptor. Q9Y5X4. CHO-S Gal4-NCOR/VP16-NR2E3 two-hybrid, luciferase. inhibition of corepressor binding, % at 3.98 µM. 360,000 tested, 0.35% active. AID 602229;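 active = inhibition above the mean of all tested compounds plus 3 SD, cut at about 70% in these data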;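 also: 0% = DMSO with NR2E3 transfected cells and 100% = cells lacking NR2E3 construct; higher means lower luciferase signal from less NR2E3 corepressor binding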
Target sequence (Q9Y5X4 whole entry, looked up, the tested form may be a part): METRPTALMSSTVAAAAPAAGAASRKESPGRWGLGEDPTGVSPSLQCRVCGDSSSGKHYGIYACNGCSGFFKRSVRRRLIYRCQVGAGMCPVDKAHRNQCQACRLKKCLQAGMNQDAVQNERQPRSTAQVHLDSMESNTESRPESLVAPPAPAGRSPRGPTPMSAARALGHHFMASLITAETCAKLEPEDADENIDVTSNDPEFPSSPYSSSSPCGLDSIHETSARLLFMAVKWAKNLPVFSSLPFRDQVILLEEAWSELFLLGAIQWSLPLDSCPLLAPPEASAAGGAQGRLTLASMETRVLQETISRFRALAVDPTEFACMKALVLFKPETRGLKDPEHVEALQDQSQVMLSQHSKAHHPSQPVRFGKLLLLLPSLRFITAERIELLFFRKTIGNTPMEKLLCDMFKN
HIF-2a block = blocks HIF-2a reporter activity; 786-0 RCC cells HIF-2a reporter, luciferase luminescence, overnight; 360,000 tested, 0.72% active; inhibition, % at 18.8 µM;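 active = inhibition of the luminescence signal of 40% or more relative to plate controls, in a single-dose primary screen at 18.75 µM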
PDI turbidity = inhibitors of human protein disulfide isomerase. P07237. PDI insulin aggregation turbidity, A650, 90 min. inhibition, % at 10 µM. 350,000 tested, 0.052% active;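 active = mean inhibition across replicates of 30% or more, whatever share of single replicates reach that level; inconclusive = mean inhibition below 30% while every single replicate reaches 30%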;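 also: absorbance from insulin aggregation driven by PDI reduction with DTT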
Target sequence (P07237 whole entry, looked up): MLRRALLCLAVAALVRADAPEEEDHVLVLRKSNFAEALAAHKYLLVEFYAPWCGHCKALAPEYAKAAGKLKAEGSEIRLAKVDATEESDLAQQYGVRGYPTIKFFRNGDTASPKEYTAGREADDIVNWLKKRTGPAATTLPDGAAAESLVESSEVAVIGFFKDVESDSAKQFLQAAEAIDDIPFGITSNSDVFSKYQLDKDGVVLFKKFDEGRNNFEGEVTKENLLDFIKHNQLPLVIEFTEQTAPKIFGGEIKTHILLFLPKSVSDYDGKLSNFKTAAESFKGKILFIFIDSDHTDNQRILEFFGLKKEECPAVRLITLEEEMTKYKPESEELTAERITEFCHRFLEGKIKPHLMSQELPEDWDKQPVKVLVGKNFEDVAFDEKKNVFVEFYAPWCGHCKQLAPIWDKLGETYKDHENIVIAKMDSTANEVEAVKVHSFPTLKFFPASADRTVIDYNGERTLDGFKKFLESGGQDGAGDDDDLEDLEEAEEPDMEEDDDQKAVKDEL
Vif inh = HIV Vif inhibition. 340,000 tested, 0.35% active. HEK293T cells, Vif self-association by quenched fluorescence, imaging, 24 h. inhibition, % at 7.49 µM; in the data active = inhibition above about 50%, passing the limit was not always enough; inconclusive = no clear call, values can overlap the other calls; inactive = below about 31%; also: some results filed as inactive read as strong as hits
Exocytosis inh = blocks lytic granule exocytosis | AID 651702 | TALL-104 LAMP-1 surface exposure, flow cytometry; cells stimulated with thapsigargin and PMA | 360,000 tested, 0.66% active | inhibition, % at 10 µM;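 active = inhibition above about 55%, limit read from the data; inconclusive = no clear call, values can overlap the other calls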
iPSC survival up = increases survival of single human iPS cells. hiPSC single-cell survival, ATPlite luminescence; 100% = ROCK inhibitor wells, 0% = DMSO. survival enhancement, % at 20 µM. 360,000 tested, 0.044% active. AID 602274; in the data active = survival enhancement above about 18%;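 also: cells exposed to compounds for 16 hours before the ATP read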
NR2E3 ag-2 = NR2E3 (human) agonism; Q9Y5X4; GST-NR2E3/biotin-RetCOR TR-FRET, 1536-well; inhibition of corepressor binding, % at 4.78 µM; 320,000 tested, 0.12% active; AID 2300;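 active = percent inhibition above the cutoff of mean plus 3 SD of all tested compounds, set per screening campaign, cut at about 20% in these data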;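 also: 0% = DMSO wells and 100% = biotin wells as full block of FRET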
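Material: NR2E3–RetCOR corepressor complex | Quantity: 1.35 nM GST-tagged NR2E3 final | Schedule: 5 h at 4 °C | Replication: Singlicate compound wells | Reagent: RetCOR corepressor, biotinylated, 7 nM | Controls: Biotin wells as high control, 0.6% DMSO wells as low control | Signal: TR-FRET, Eu(K)-anti-GST donor, streptavidin-D2 acceptor, ex 340, em 617/671 nm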
aDG glyco act = alpha-DG glycosylation activation | Pro5-aDG cells, alpha-DG glycosylation AlphaScreen (IIH6); 0% Pro5, 100% B10-LARGE cell signal | 360,000 tested, 0.22% active | AID 624168 | activation, % at 10 µM;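 active = activation of at least 8% versus controls, or a plate z-score of at least 8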;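 also: Pro5 are CHO cells carrying HIG-tagged alpha-DG that lacks glycosylation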
Peg3 prom inh = Peg3 promoter activity inhibition; inhibition, % at 20 µM; HeLa PEG-Prom luciferase reporter, luminescence, overnight; AID 588405; 360,000 tested, 1.7% active;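 active = inhibition of at least 50% at 20 µM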
Active calls of the source: *; ? = inconclusive; nt = not tested or not shown.

SMILES	TRPM1 prom inh	CaV13 ICDI inh	NR2E3 ag-1	HIF-2a block	PDI turbidity	Vif inh	Exocytosis inh	iPSC survival up	NR2E3 ag-2	aDG glyco act	Peg3 prom inh
CN(C(=O)c1cccc(NC(=O)Cc2ccc(NC(=O)C3CCCN(C(=O)C4CCCC4)C3)cc2)c1)C1CCC1 (configuration not stated)	10	-5	-2	-3	6	-1	0	-0.3	nt	0.1	-12
CCOC(=O)c1cc(-c2ccc3c(c2)OCCO3)nc2c1c(C)nn2CCC#N	-1	-8	-22	12	-4	-17	2	5.2	0	-0.3	21
c1ccc(N2CCN(c3ncnc4scc(-c5cccs5)c34)CC2)cc1	10	-5	6	8	6	-1	3	-0.2	3	1.2	36
CCOc1ccc(-c2cc(C(=O)NCCCN3CCCC3)c3ccccc3n2)cc1	-19	-6	-57	-65	7	9	13	-0.6	-2	1.0	-75
CC(=O)Nc1ccc(S(=O)(=O)N2CCN(C(=O)N3CCCCC3)CC2)cc1	9	-18	-28	18	3	-9	4	-0.6	-1	0.0	17
CCC(=O)OCc1c(C(F)(F)F)nn(C)c1Sc1ccc(F)cc1	-15	-5	-8	16	9	2	0	-1.1	2	-0.2	14
Cc1cc(=O)c2ccc(NC(=O)c3ccccc3)cc2[nH]1	nt	-9	-14	-18	-2	9	-2	-1.8	nt	0.1	-20
CSc1ncccc1C(=O)Nc1ccc(F)c(F)c1F	-20	-4	-11	-17	1	5	-4	2.8	1	-0.3	0
Cc1oc(-c2ccc(C(F)(F)F)cc2)nc1CN(Cc1ccccn1)C[C@@H]1CCC(=O)N1	13	0	11	14	23	nt	-1	0.8	1	0.1	12
C[C@H](CO)N1C[C@H](C)[C@H](CN(C)Cc2cncnc2)Oc2cc(Br)ccc2S1(=O)=O	nt	-3	-10	4	6	1	5	-1.7	nt	0.0	1
O=C(c1cc(-c2ccc(F)cc2)on1)N1CCOCC1	-120	-3	-132	-141	-1	-5	-12	0.1	3	0.0	-165
CCOC(=O)c1ccc(N2CCN(c3cc(C)ccc3C)CC2)c(N)c1	1	-17	-2	4	-1	-17	10	0.5	0	0.1	-18
Cc1nc2c(cc1C(=O)N/N=C/c1ccc(O)c(O)c1)c(=O)n(C)c(=O)n2C	-1	6	-4	15	-4	14	-3	-1.3	1	0.0	14
COc1ccc(NC(=O)CCc2ccc(OC)c(OC)c2)cn1	8	-3	-23	14	6	12	-3	0.8	-2	-0.2	-2
COc1ccc(NC(=O)C/C(C)=N/NC(=O)c2cnccn2)cc1	-16	0	-7	-4	3	2	-5	-0.2	-4	-0.2	10
O=S(=O)(c1ccc(SCc2ccccc2)nc1)N1CCCCC1	0	-3	11	-8	-9	-3	1	-0.4	0	0.1	-21
O=C(NCCCN1CCOCC1)c1cc2c(s1)CCCC2	-9	nt	7	-71	-1	3	-2	12	3	-0.6	-18
CCc1ccc(OCC(O)CN2CCC(CN3C(=O)c4cccc5cccc(c45)C3=O)CC2)cc1 (configuration not stated)	57	-4	-17	27	3	-4	14	-2.2	-6	4.0	109*
Cc1ccc(CNC(=O)CSc2nc(=O)n3ccc(C)cc3n2)cc1	nt	-5	-33	16	-3	3	1	0.2	nt	1.6	12
C=CCNC(=S)/C(=C(/[O-])c1ccc([N+](=O)[O-])cc1)[n+]1ccccc1	-4	-3	4	4	0	2	1	-2.0	0	-0.1	-11
N/C(=N\OC(=O)CCCN1C(=O)c2ccccc2C1=O)c1ccccn1	6	-7	-4	15	17	-3	0	-0.3	1	0.1	10
O=C(Nc1ccc(-c2noc(-c3ccccc3F)n2)cc1)c1cccs1	-86	-4	-83	-78	-8	-1	0	-0.8	-3	0.1	-94
COC(=O)/C(=C\Nc1cccc(Cl)c1C)c1ncc(C(F)(F)F)cc1Cl	3	-2	-23	15	-1	1	-6	-4.0	1	0.0	-5
Cc1nc(SCC(=O)NCc2cccs2)nc(C)c1C	3	-4	2	16	9	-6	-6	-0.7	1	-0.3	0
Cc1ccc(NC(=O)C(C)OC(=O)/C=C/c2ccccc2)cc1 (configuration not stated)	0	-7	4	4	-10	0	-1	-0.2	2	0.0	16

Continued.
SMILES	TRPM1 prom inh	CaV13 ICDI inh	NR2E3 ag-1	HIF-2a block	PDI turbidity	Vif inh	Exocytosis inh	iPSC survival up	NR2E3 ag-2	aDG glyco act	Peg3 prom inh
Cc1ccc(C(=O)Oc2ccc(C(=S)N3CCOCC3)cc2)cc1	-15	-3	-2	3	-4	-1	-11	0.5	0	0.0	3
Cc1cccc(NC(=S)/N=C(\N)Nc2nc(C)c3cc(C)ccc3n2)c1	-8	-5	-6	-47	4	-13	-4	15	-5	0.6	-50
Cc1ccc(-c2cc(C(=O)NNC(=O)c3csc(N4CCOCC4)n3)c3ccccc3n2)cc1	nt	-5	7	-61	?	2	4	-0.8	2	-0.2	-32
COc1ccc(-c2c(C#N)c(SCc3c(C)noc3C)nc3c2C(=O)CC(C)(C)C3)cc1	13	-8	7	22	3	-1	1	-1.0	1	-0.2	11
NC(CSC(c1ccccc1)(c1ccccc1)c1ccccc1)C(=O)O (configuration not stated)	-4	-6	-27	-2	10	10	0	2.6	nt	-0.2	15
O=C(COc1ccc(F)cc1)Nc1nc2c(s1)CCCC2	-57	-6	-81	-210	-5	-7	-1	-0.3	2	-0.1	-244
COc1ccc(C(=O)CC(=O)c2ccc(F)cc2)cc1	nt	-19	-105	-305	3	-5	4	-0.7	1	0.1	-317
COc1ccccc1NS(=O)(=O)c1cccc(NC(=O)c2cc3ccccc3oc2=O)c1	-30	-3	-55	-211	0	-4	-6	-2.8	2	-0.6	-109
CCc1nc2c(OCc3ccc(Cl)cc3)cccn2c1N(C=O)Cc1ccccc1	nt	-3	18	-71	-7	-4	-1	-0.7	nt	0.6	7
COc1ccccc1CNCc1cccs1	-13	nt	4	11	-2	14	-1	-0.5	0	0.0	5
CCOC(=O)C1CCCN(C(=O)CSc2nnc3nc(C)cc(C)n23)C1 (configuration not stated)	1	-6	6	7	-1	-3	-4	0.6	nt	0.0	-12
Cc1cc(C)c2cc(CN(CC3CCCO3)S(=O)(=O)c3ccc4c(c3)OCCO4)c(=O)[nH]c2c1 (configuration not stated)	-5	-8	-73	-151	-8	-3	0	-0.3	1	0.1	-18
Cc1nn(-c2ccccc2)c(C)c1NC(=O)COc1ccc(Br)cc1Cl	13	-4	2	11	-1	-20	-1	5.3	3	0.0	15
Cc1cccc(C)c1NC(=S)N(CCc1ccncc1)C(C)C	5	1	13	16	-12	0	1	-0.6	0	0.0	11
O=C(N/C(=C\c1ccco1)C(=O)N1CCOCC1)c1ccco1	6	-10	6	7	1	-5	-4	-0.5	-4	0.1	2
CC1(C)Cc2c(sc(NC(=O)c3ccc(Br)o3)c2C#N)CO1	-63	-5	-74	-189	-11	-24	-2	-3.7	4	-0.3	-244
COc1ccc([N+](=O)[O-])cc1NC(=O)COC(=O)C=C(C)C	4	-2	-24	2	2	-7	-4	-0.1	-5	0.2	1
CCn1c(SC(C)C(=O)Nc2ccc3c(c2)OCCO3)nnc1C1CC1 (configuration not stated)	-6	-6	-3	-3	1	-8	4	-0.5	1	0.4	9
COc1ccccc1NC(=O)CSc1n[nH]c(Cc2ccccc2)n1	-6	-8	-34	6	1	3	0	-0.2	1	0.2	19
COc1ccc2c(=O)c(-c3ccccc3C)c(C)oc2c1	5	-2	-8	-1	7	-3	-1	-1.4	2	0.4	-5
O=C(COC(=O)[C@H](Cc1ccccc1)NC(=O)c1cccs1)NC1CCCCC1	-3	-5	-1	1	1	-9	2	0.3	-1	0.0	9
COc1ccc2[nH]c(=O)c(CN(CCO)S(=O)(=O)c3ccc4c(c3)OCCO4)cc2c1	-6	-8	-17	4	-2	-5	-5	-2.9	1	-0.3	8
O=C(CSc1nnc2ccc(-c3cccnc3)nn12)Nc1ccccc1F	0	-2	-30	2	1	-4	-3	0.6	0	0.1	-5
Cc1c(Br)cc(C(=O)NCc2ccco2)c(C)c1C	0	-5	-15	-10	-10	11	11	1.9	1	0.3	-9
Cc1cc(Nc2cccc(C(F)(F)F)c2)n2nc(C)nc2n1	18	-2	-16	20	9	18	3	0.5	1	0.1	19

Other records follow:
SMILES	TRPM1 prom inh	CaV13 ICDI inh	NR2E3 ag-1	HIF-2a block	PDI turbidity	Vif inh	Exocytosis inh	iPSC survival up	NR2E3 ag-2	aDG glyco act	Peg3 prom inh
CCc1ccc(Nc2oc(C)cc(=O)c2C(C)=O)cc1	-56	-4	-10	-159	8	nt	0	4.8	1	-0.1	-154
Cc1ccc(-c2c(C)sc3ncn(CC(=O)N4CCOCC4)c(=O)c23)cc1C	-7	-6	-21	5	3	2	-7	-0.4	0	0.0	11
COc1ccc(OC)c(S(=O)(=O)N2CCC(C(=O)NCc3ccncc3)CC2)c1	13	-2	-14	-1	11	19	-9	-0.6	0	-0.1	1
CC(C)OC(=O)CSc1nnc(-c2ccc(C(C)(C)C)cc2)n1N	-12	nt	-42	19	-1	-5	-1	-3.5	-2	0.2	-24
Cc1nc(SCC(=O)O)n[nH]1	-1	-5	-18	23	-1	-6	2	-0.3	4	0.1	13
CC1CC(=O)N(CC(=O)Nc2ccc(F)cc2)c2ccccc2S1(=O)=O (configuration not stated)	-6	-4	-7	-1	2	-4	-1	0.3	0	0.3	5
O=C(NCc1ccccc1Cl)c1cccc2c1C(=O)c1ccc(-c3ccc(OC(F)(F)F)cc3)cc1S2(=O)=O	nt	nt	15	5	6	-1	0	-4.2	nt	-0.7	30
O=C1NC[C@H](Cc2ccccc2)N(CC2CCN(CCCC3CCCC3)CC2)C1=O	-5	-3	-18	11	-1	nt	-1	-1.1	nt	-0.1	-5
CCc1nnc(NC(=O)CCN(c2ccc(C)cc2)S(=O)(=O)c2ccccc2)s1	-4	-5	14	15	6	-1	1	4.0	-1	0.8	12
CCN(CC)CCC(=O)c1ccc(F)cc1	-3	4	-6	19	-1	20	-6	-0.7	-1	0.4	19
Cn1c(CCN2CCN(c3ccc(F)cc3)CC2)nc2cc(NC(=O)c3ccco3)ccc21	15	nt	7	-3	-8	4	0	-2.2	1	1.1	0
Cc1ccc(S(=O)(=O)N2C[C@H]3[C@H]4C(=O)N(C5CCCCC5)C(=O)[C@H]4CC(=O)[C@H]3[C@@H]2c2ccccc2F)cc1	nt	-6	18	6	nt	nt	?	0.3	nt	0.0	18
Cc1ccc(N2C(=O)c3ccccc3C2Nc2ccc(S(=O)(=O)N3CCCCC3)cc2)nc1 (configuration not stated)	nt	-6	-28	-47	nt	-2	1	-2.2	-2	-0.2	-8
Cn1c(=O)c2cc(NC(=S)NCc3ccccc3F)ccc2n1C	nt	-5	-64	-242	6	8	-1	-3.2	nt	-0.2	-207
O=C(Cc1ccccc1)Nc1ccc(N2CCCC2)cc1	-4	-7	-26	-13	9	-7	0	-2.4	1	-0.2	3
S=C1NC2=C(CCCC2)C2(CCCCC2)N1	-6	-6	-18	-128	18	0	6	0.3	-5	0.6	-177

High-throughput results as filed in PubChem.
